Screening results as filed in PubChem.
KDM5B inhibitor: blocks human KDM5B histone demethylase activity | KDM5B demethylase, FDH-coupled NADH fluorescence (FDH is formaldehyde dehydrogenase) | Q9UGL1 | AID 1347165 | Potency, µM (titrated, usually from 57.7 µM), inactives show top-dose activity change, negative = inhibition, usual class: inhibitors | actives 2.6% (n = 220,000); active means well fitted inhibition curve with a large enough effect; inconclusive means small, poorly fitted or top-dose-only effect; inactive means no such curve, though single readings can be large or run the other way; further: 0% is about no effect; nearly all actives have a fitted effect of over 70% in size
Target sequence (Q9UGL1 whole entry, looked up): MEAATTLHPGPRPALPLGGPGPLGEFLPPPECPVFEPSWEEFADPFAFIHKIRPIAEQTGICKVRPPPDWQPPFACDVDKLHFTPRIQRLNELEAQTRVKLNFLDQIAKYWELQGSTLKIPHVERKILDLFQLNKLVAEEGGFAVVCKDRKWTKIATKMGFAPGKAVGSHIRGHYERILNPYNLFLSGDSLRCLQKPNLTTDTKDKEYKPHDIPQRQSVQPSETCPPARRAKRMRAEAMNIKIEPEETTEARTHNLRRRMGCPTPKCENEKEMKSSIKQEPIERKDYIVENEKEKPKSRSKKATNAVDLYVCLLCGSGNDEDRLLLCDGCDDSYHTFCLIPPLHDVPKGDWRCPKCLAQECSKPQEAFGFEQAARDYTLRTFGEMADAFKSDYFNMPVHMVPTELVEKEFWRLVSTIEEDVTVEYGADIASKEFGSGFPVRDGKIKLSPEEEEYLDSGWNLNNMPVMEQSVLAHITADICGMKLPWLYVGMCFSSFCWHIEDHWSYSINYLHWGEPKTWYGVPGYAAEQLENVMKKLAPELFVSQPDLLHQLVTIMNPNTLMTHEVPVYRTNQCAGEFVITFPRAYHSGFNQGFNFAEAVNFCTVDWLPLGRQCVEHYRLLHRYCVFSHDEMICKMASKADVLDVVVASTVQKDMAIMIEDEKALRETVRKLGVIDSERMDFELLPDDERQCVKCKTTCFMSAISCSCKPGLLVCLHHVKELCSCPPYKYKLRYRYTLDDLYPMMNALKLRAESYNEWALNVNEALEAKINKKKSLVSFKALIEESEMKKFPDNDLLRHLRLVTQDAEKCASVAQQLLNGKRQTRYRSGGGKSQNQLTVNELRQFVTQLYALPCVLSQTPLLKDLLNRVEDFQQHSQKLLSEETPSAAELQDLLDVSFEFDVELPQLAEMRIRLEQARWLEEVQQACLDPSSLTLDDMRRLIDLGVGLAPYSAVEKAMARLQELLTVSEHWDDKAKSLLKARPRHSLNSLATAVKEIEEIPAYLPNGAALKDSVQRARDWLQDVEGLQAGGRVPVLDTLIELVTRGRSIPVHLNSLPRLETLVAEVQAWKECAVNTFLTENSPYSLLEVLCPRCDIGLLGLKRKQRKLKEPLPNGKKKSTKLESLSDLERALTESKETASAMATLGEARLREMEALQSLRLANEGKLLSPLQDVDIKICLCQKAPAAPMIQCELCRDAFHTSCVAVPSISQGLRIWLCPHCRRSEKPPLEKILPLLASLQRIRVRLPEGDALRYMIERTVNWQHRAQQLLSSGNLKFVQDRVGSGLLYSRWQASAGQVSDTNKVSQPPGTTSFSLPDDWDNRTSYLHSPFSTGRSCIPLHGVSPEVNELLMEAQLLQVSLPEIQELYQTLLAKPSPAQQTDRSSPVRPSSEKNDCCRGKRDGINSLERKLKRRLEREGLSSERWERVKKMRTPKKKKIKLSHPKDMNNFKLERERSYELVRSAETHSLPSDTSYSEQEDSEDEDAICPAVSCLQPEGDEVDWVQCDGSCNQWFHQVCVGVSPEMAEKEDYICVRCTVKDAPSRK
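Compound dilutions met 200 nM (final) KDM5BΔAP for 10 min at room temperature before substrate addition. The substrate mix held 12.5 µM H3K4me3 with cofactors 25 µM α-ketoglutarate and 50 µM Fe²⁺. NADH signal gain over 30 min defined activity.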
* = called active by the depositor; ? = inconclusive; & = joins results of further samples; [ ] = remark or other dose. Potency means the concentration at half of the fitted maximal effect. Not all compounds are listed; rates above refer to the full screens.

KDM5B inhibitor	SMILES
31%	CN(C)CC(NC1CCC2(CCNCC2)CC1)c1ccccc1 (configuration not stated)
-2%	COCCOCc1nc(C2CCN(C(=O)NCC(C)C)CC2)no1
-10%	CN(CCCc1[nH]nc(N)c1C#N)c1nc(-c2cccnc2)nc2ccccc12
7%	Cc1ccc(C(=O)NNC(=O)CCC(=O)NCc2ccccc2)cc1Br
-3%	COC(=O)c1ccccc1-c1ccc(/C=C(/C#N)c2nc3ccc(C)cc3[nH]2)o1
-1%	Cc1ccc(CN2CCC3(CC2)COc2ccccc2C(=O)N3)cc1
-14%	O=C(NCc1ccccc1)N1Cc2[nH]cnc2C[C@H]1c1nc(-c2ccc3c(c2)OCO3)no1
4%	Cc1cc(-n2c(C)cc(-c3csc(NC4CC4)n3)c2C)no1
5%&0%	Cc1cc(C)c(C(=O)Cn2nc(C(=O)O)c3ccccc3c2=O)cc1C
10%	Cc1ccc(N2C(=O)CC(Nc3cccc4ccccc34)C2=O)cc1 (configuration not stated)
9%	CCC(C)(C)C1CCC(NC(=O)C(=O)Nc2ccccc2F)CC1 (configuration not stated)
18%	Cc1ccc(S(=O)(=O)N2CCCCC2)cc1NC(=O)CSc1ncccn1
-11%	Cc1ccc(-n2c(C3CCN(C(=O)c4cc(C)ccc4C)CC3)n[nH]c2=O)cc1
-9%	COc1cccc(C2CC(=O)Nc3cc4c(cc32)OCCO4)c1OC (configuration not stated)
-14%	Cc1ccc(S(=O)(=O)N(C)CC2CCOCC2)cc1F
-9%[86.2 µM]	CC1=C[C@@H](CNCc2ccco2)[C@H](C(C)C)C[C@H]1Cc1nnc(-c2ccccc2F)o1
6%	Cc1ccccc1NC(=O)CSc1ccncc1
0%&5%[115 µM]	COc1ccc(-c2nc(C3CC3)nc3c2CCN(C(=O)c2ccccc2)CC3)cc1
8%	Cc1ccccc1OCCCCn1c(CCNC(=O)C(C)(C)C)nc2ccccc21
37%	C[C@]1(CO)[C@H]2Cc3sc(NC(=O)C4CCC4)nc3[C@@H](CC(=O)NCCN3CCOCC3)[C@]2(C)CC[C@H]1O
28µM*	Cn1cc2c3c(cccc31)CN(C(=O)Cc1ccccc1F)CC2
-4%	CCN(CC)S(=O)(=O)c1ccc(C)c(NC(=O)Cc2ccccc2F)c1
-5%	O=C(NC1CCCN(c2cc(-c3ccccc3)[nH]n2)C1)c1cccc(Br)c1 (configuration not stated)
-14%	COC(=O)c1c(Oc2ccc(OC)cc2)nnc(-c2ccccc2)c1-c1ccccc1
20%	COCCNC(=O)CCc1c(C)nn(-c2ccccc2)c1Oc1ccccc1F
-4%	Cc1cc(NC(=O)Cn2ccn3nc(-c4ccc(Cl)cc4)cc3c2=O)ccc1Br
-3%	CCOc1ccc(C(=O)Nc2ccc(S(=O)(=O)Nc3cc(C)on3)cc2)cc1
?	CCCOc1ccc(-c2c(C(=O)N/N=C/c3ccc(C)cc3)nnn2-c2nonc2N)cc1
21%	CCOc1ccc(NC(=O)Cn2c(N3CCOCC3)nc(CC)cc2=O)cc1
8%	Cc1ccc(-n2c(SCC(=O)N3CCCC3=O)nc3ccccc3c2=O)nc1
49%	CC(=O)N1CCC(C(=O)NC2CCc3n[nH]c(=O)n3CC2)CC1 (configuration not stated)
-1%	CCN(CC1CCCO1)C(=O)/C=C/c1ccc(C#N)cc1 (configuration not stated)
112µM*	CC(C)NC(=O)c1nc(C(C)(C)C)c2ccccn12
-11%	O=C1CC2(CCN(CC3CCCCC3)CC2)Oc2ccccc2N1c1ccccc1
?	COc1ccc(-c2nc3ccccc3o2)cc1NC(=O)c1ccc(-c2ccc(Br)cc2)o1
-27%	O=C(NCc1ccccc1)N1CCc2sccc2C1
10%	Cc1cc(C)cc(C(=O)N2CCC(n3cc(-c4nc(C)no4)nn3)CC2)c1
-12%	Cc1cc(C(=O)NC2CCN(Cc3ccccc3)CC2)c2c(C)nn(-c3ccccc3)c2n1
6%	COc1cc(C(=O)Nc2nnc(C(C)C)s2)cc(Cl)c1OCC(C)C
2%	CCOC(=O)c1cc(S(=O)(=O)Nc2ccc(CC)cc2)[nH]n1

Overlap with the part before: two entries, followed by the next part.
KDM5B inhibitor	SMILES
6%	COc1cc(C(=O)Nc2nnc(C(C)C)s2)cc(Cl)c1OCC(C)C
2%	CCOC(=O)c1cc(S(=O)(=O)Nc2ccc(CC)cc2)[nH]n1
5%	COC[C@@H]1CN(C(=O)c2ccc3ccccc3n2)C[C@H]1c1nc(C)no1
3%[86.2 µM]	CN1C[C@@H](NC(=O)NC2CCCCC2)C[C@H]1c1nc(-c2cccnc2)no1
16%	CC(=O)c1ccc(N2CCN(C(=O)c3cn(Cc4ccccc4)nc3-c3cccnc3)CC2)c(F)c1
14%	O=C1NCCCCCN(C(=O)C2CC2)[C@H]2CCCC[C@@H]12
-14%	Cc1c(C(=O)OCC(=O)N(C)Cc2ccccc2)oc2ccccc12
13%	O=C(N/N=C/C1CC=CCC1)C1CC1c1ccccc1 (configuration not stated)
13%	CC(C)[C@H](NC(=O)CCn1ccc2ccc(F)cc21)C(=O)O
2%	COC(=O)c1ccc(CCNC(=O)c2cccc(OC)c2)cc1
-31%	Cc1cc(O)c(N=Cc2cc3c(cc2[N+](=O)[O-])OCO3)cc1C
35µM*	O=C(NCc1cccc(F)c1)c1nc2c(o1)CCN(Cc1cccc(Cl)c1)CC2
24%[86.2 µM]	Cc1noc2c(NCCCn3ccnc3)cc(-c3cccs3)nc12
?	COc1ccc(CCNC(=O)C(=O)NCC(c2ccco2)S(=O)(=O)c2ccccc2)cc1 (configuration not stated)
27%	O=C(COC(=O)c1cc([N+](=O)[O-])ccc1N1CCOCC1)c1ccccc1Cl
-10%	CCOc1ccc(OCC)c(NC(=O)C(NS(=O)(=O)c2ccc(Br)s2)c2ccccc2)c1 (configuration not stated)
9%	CC(C)(C)c1ccc(C(=O)N2CCCCC2CCN2CCCCC2)cc1 (configuration not stated)
-17%	Cc1ccc(OCC(=O)NCC2CCN(c3cnn(C)c(=O)c3)C2)cc1 (configuration not stated)

Exported bar-delimited: part of the list above
compound | KDM5B inhibitor
O=C(COC(=O)c1cc([N+](=O)[O-])ccc1N1CCOCC1)c1ccccc1Cl | 27%
Cc1ccc(OCC(=O)NCC2CCN(c3cnn(C)c(=O)c3)C2)cc1 (configuration not stated) | -17%
Cc1cc(O)c(N=Cc2cc3c(cc2[N+](=O)[O-])OCO3)cc1C | -31%
CC(C)(C)c1ccc(C(=O)N2CCCCC2CCN2CCCCC2)cc1 (configuration not stated) | 9%
CCOc1ccc(OCC)c(NC(=O)C(NS(=O)(=O)c2ccc(Br)s2)c2ccccc2)c1 (configuration not stated) | -10%
Cc1noc2c(NCCCn3ccnc3)cc(-c3cccs3)nc12 | 24%[86.2 µM]
O=C(NCc1cccc(F)c1)c1nc2c(o1)CCN(Cc1cccc(Cl)c1)CC2 | 35µM*

(continued)
KDM5B inhibitor	SMILES
?	CCc1cccc(CC)c1N(COC)C(=O)Cn1c(C)nc2ccccc21
?	CSCC(=O)N[C@H]1CCN2C(=O)c3cc(-c4ccc5c(c4)OCO5)ccc3NC(=O)[C@H]12
2%[86.2 µM]	Cc1nnc(-c2cc(-c3ccnn3C)ccn2)n1-c1ccccc1
6%	O=S(=O)(NC1=NCN(CCc2ccccc2)CN1)c1ccc(Br)cc1
8%	CCOc1ccc(-c2nc(SCC(=O)NCCOC)c(-c3ccc(OC)c(OC)c3)[nH]2)cc1
0%	COc1ccc(NC(=O)N2CCC(O)(c3csc(CN4CCN(C)CC4)n3)CC2)cc1
-33%	COc1ccc(NC(=O)CCCNC(=O)Cn2cnc3sc(C)c(C)c3c2=O)cc1Cl
?	COc1ccc(C2=CC(c3cccc(OC)c3)n3nnnc3N2)cc1 (configuration not stated)
8%	O=C(N/N=C/c1cccs1)c1n[nH]c2c1CCCC2
-12%	COCCn1ncc(N2CCC(C(=O)Nc3ccc(F)cc3F)C2)cc1=O (configuration not stated)
-29%	COc1ccc(CC(=O)N[C@@H]2CN(c3ccncn3)C[C@H]2CN(C)C)cc1OC
-10%	COCC1CN(C(C)=O)CC12CCN(S(=O)(=O)c1ccc(C#N)cc1)CC2 (configuration not stated)
40%	Cn1c(SCC(=O)NC(=O)Nc2ccccc2)nnc1-c1ccncc1
3%	COc1cc(Br)c(C(N)C(=O)O)cc1OC (configuration not stated)
9%	Cc1cc(C(=O)NCc2ccccc2Cl)n(-c2ccccc2)n1
-9%	COc1cccc(OCCSc2nc(C)c(Cc3ccccc3)c(=O)[nH]2)c1
6%	Cc1noc(-c2cn(C3CCN(C(=O)c4ccc(C(C)(C)C)cc4)CC3)nn2)n1
?	O=C(Cn1c(=O)n(-c2ccc(Cl)cc2)c(=O)c2oc3ccccc3c21)Nc1ccccc1
15%	CS(=O)(=O)N1CCN(C(=O)Nc2ccccc2)C[C@H]1C(=O)N[C@@H](CC1CCCCC1)C(N)=O
-9%	COc1ccc(Cn2c(C3CCN(C(=O)Cc4ccccc4Cl)CC3)n[nH]c2=O)cc1
-20%[86.2 µM]	O=C(NCc1cccc(F)c1)c1c[nH]c2ncccc12
15%	COc1ccc(S(=O)(=O)Cc2nnnn2-c2cccc(C(F)(F)F)c2)cc1
?	Cc1ccc(C)c(-c2ccc(=O)n(Cc3c(F)cccc3Cl)n2)c1
4%	COCC(C)NC(=O)C1CCN(S(=O)(=O)Cc2ccc(Cl)cc2)CC1 (configuration not stated)
-2%	O=C(c1ccc(F)cc1)N1CCC2(CC1)CC(OCC1CC1)CCO2 (configuration not stated)
28%	O=C(NCc1cccc(Cl)c1)C1CCC(=O)N(CCCN2CCCC2=O)C1 (configuration not stated)
?	CC(C)(C)c1ccc(-c2oc(NC(=O)CCl)c(C#N)c2-c2ccc(C(C)(C)C)cc2)cc1
-15%	CC(=O)N1c2ccc(S(=O)(=O)N3CCCCCC3)cc2CC1C(=O)NCc1cccc(F)c1 (configuration not stated)
24%	CCCC(C)NC(=O)CN(c1ccccc1)S(=O)(=O)N(C)C (configuration not stated)
?	Cc1ccc2nc(Nc3ccc(Br)cc3)nc(-c3ccccc3)c2c1
?	Cc1nn(CCc2nc(-c3ccccc3)cs2)c2[nH]c(=O)cc(C(F)(F)F)c12
18%	C=CCN1CC2(CCC1=O)CCN(CC1CCCCO1)CC2 (configuration not stated)
3%	CCCCc1c/c(=N\O)oc2cc3occ(C)c3cc12
-27%	COc1ccc(-c2onc(C)c2C(=O)N2CCC(Cc3ccc(F)cc3)CC2)cc1
8%	CCc1ccc(NC(=O)c2cc(S(=O)(=O)N3CCCC(C)C3)cn2C)cc1 (configuration not stated)
?	Cc1cc(C)c2ccc(=O)n(CC(=O)N/N=C/c3ccccc3Cl)c2n1
14%	Cn1ccnc1C(NC(=O)Cc1ccc(-c2ccccc2)cc1)c1ccc(Cl)cc1 (configuration not stated)
-4%	CCOC(=O)c1c(NC(=O)c2cc(=O)c3ccc(C)cc3o2)sc(C)c1C
-10%[115 µM]	O=C(c1ccccc1F)N1CCC2(C1)C(=NC1CCCCC1)NC(=O)N2c1cccnc1 (configuration not stated)
?	COc1ccc(CN2CCn3c(nn(-c4cccc(Cl)c4)c3=O)C2)cc1
32%[activator]	CN(C)CCCNC(=O)c1cc(C(=O)c2ccccc2F)c[nH]1
15%	COc1cccc(-c2cc(C3CCN(C(=O)NCCc4ccccc4)CC3)[nH]n2)c1
32%[activator]	O=C(Cn1nc2c(cc1=O)CCCCC2)Nc1cccc2[nH]ccc12
-26%	CCOc1ccc(CCNc2nc(-c3ccccc3)no2)cc1
-15%	CCc1ccc(NC(=O)c2sc3nc(C)cc(C)c3c2NC(=O)c2ccccc2OC)cc1
3%	CNC(=O)c1ccc2c(c1)N=C(C)c1cc(C)ccc1S2
9%	Nc1nnc(SCC(=O)Nc2ccccc2Br)s1
-24%	Clc1ccc(-c2cn3cc(Cc4ccccc4)sc3n2)cc1
10%	CC(C)n1ncc2cc(C(=O)NCc3ccc(OCC(F)(F)F)cc3)cnc21
-1%	COc1ccccc1N(CC(=O)N1CCN(c2ccccc2)CC1)S(=O)(=O)c1ccc(C)cc1
?	COCCN(Cc1ccc(F)cc1)Cc1cc(=O)n2c3c(sc2n1)CCCC3
-10%	COc1nc2ccccc2cc1CN1CCN2C(=O)CN(C)C(=O)C2C1 (configuration not stated)
24%	Cc1nn(Cc2noc(C(=O)NCCc3ccccn3)n2)c(C)c1Br
?	FC(F)(F)c1cccc(-c2ncc[nH]2)c1
15%	O=C1NCCCCCCN(C(=O)COc2ccccc2)[C@H]2CCC[C@@H]12
10%	NC(=O)c1cccnc1OC1CCN(C(=O)c2ccoc2)C1 (configuration not stated)

(listing goes on)
KDM5B inhibitor	SMILES
10%	NC(=O)c1nc(CNC(=O)CC(c2ccccc2)c2cccc(Cl)c2)no1 (configuration not stated)
22%	Cc1ccc(-n2ccc3nc(N4CCCC4)ncc3c2=O)cc1C
?	Cc1ccc(Cn2c(C(=O)NCc3ccccc3Cl)cc3sccc32)cc1
7%	COc1ccccc1OCc1nc(C#N)c(N2CCC(Cc3ccccc3)CC2)o1
12%	Cn1c(=O)[nH]c(=O)c2c1nc(N1CCN(Cc3ccccc3F)CC1)n2Cc1ccccc1F
16%	CCN1C(=O)COc2ccc(NC(=O)c3cc(=O)c4cc(Cl)ccc4o3)cc21
56%[activator]	CC(/C=N/NC(=O)c1cccc(F)c1)=C\c1ccccc1

As entered above.
Cn1ccnc1C(NC(=O)Cc1ccc(-c2ccccc2)cc1)c1ccc(Cl)cc1 (configuration not stated) in KDM5B inhibitor shows 14%
CCCC(C)NC(=O)CN(c1ccccc1)S(=O)(=O)N(C)C (configuration not stated) in KDM5B inhibitor shows 24%
